MITF inh: human MITF inhibition, primary screen; AlphaScreen MITF homodimerization, bead proximity signal; inhibition, % at 2.6 µM; O75030; 650,000 compounds, 0.91% hits; in the data active = inhibition above about 50%;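 note: 0% = vehicle wells with protein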
FBW7 act: activators of human E3 ligase FBW7. Q969H0. AlphaScreen FBW7–phospho-cyclin E peptide binding, activator screen. normalized activity (activation), % at 26.1 µM. 650,000 compounds, 0.13% hits. AID 1259310; in the data active = normalized activity above about 1.9%;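 note: purified mutant Fbw7 with reduced substrate affinity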
Target sequence (Q969H0 whole entry, looked up): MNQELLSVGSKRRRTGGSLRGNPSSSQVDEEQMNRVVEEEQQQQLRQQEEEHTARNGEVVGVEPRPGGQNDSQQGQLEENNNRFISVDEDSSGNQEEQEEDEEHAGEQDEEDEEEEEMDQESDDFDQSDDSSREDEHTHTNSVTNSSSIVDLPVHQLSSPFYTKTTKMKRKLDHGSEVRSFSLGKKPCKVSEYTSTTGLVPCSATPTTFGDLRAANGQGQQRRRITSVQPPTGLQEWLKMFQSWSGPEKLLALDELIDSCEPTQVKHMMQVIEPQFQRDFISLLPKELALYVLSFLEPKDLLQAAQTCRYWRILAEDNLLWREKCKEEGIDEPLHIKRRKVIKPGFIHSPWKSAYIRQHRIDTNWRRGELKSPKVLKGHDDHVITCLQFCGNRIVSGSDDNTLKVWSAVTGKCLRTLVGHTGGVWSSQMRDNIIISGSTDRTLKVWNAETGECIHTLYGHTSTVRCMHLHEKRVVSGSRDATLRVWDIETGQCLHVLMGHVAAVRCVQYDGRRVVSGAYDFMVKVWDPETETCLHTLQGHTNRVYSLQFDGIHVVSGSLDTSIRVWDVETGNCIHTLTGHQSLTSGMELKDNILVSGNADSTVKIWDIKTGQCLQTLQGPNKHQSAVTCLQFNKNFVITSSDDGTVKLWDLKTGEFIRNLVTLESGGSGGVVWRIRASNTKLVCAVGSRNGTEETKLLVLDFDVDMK
TEAD-YAP inh: TEAD-YAP interaction inhibition; HEK-TIYL cells, TEAD-Gal4/YAP UAS-luciferase luminescence; inhibition, % at 9.12 µM; 640,000 compounds, 1.4% hits; AID 1259422; in the data active = inhibition above about 32%;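 note: 0% = median of test compound wells and 100% = reference inhibitor wells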
GPR151 ag: activators of human GPR151; PathHunter beta-arrestin GPR151 cells, luminescence; activation, % at 11.2 µM; Q8TDV0; 650,000 compounds, 1% hits; in the data active = activation above about 4.9%;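 note: 0% = median of compound wells and 100% = cells with positive control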
An asterisk follows results filed as active; & = joins results of further samples. No enrichment for hits; any-hit rate near 3.5%.

SMILES	MITF inh	FBW7 act	TEAD-YAP inh	GPR151 ag
COC(=O)c1ccc2c(=O)n(C3CCCCC3)c(SCc3ccc(C(C)(C)C)cc3)nc2c1	-2	0.0	3	-1.1
CCCCCc1ccc(-c2ccc(-c3noc(-c4c(-c5ccccc5Cl)noc4C)n3)cc2)cc1	10	-0.1	-1	-0.9
CCOC(=O)Cc1csc(=Nc2ccc(C)cc2)n1CCCN1CCOCC1	8	-0.3	-2	-0.5
Cn1nc(-c2ccc(S(=O)(=O)NC3CCCCNC3=O)s2)cc1C(F)(F)F (stereo not given)	13	0.3	2	0.5
Cc1ccc(/C=N\NC(=O)c2cncc(Br)c2)o1	4	-0.2	-6	-1.0
CCCS(=O)(=O)N1CCN(C2Cc3ccccc3C2)CC1	40	0.0	6	0.0
Cc1ccsc1CNn1cn[nH]c1=S	20	0.9	8	1.3
S=C(NCc1ccccc1)Nc1cccc2cnccc12	-4	-0.1	27	0.4
CC(=O)Nc1cccc(-c2nnc(SCC(=O)Nc3ccccc3F)n2C)c1	11	0.2	2	-0.7
Cc1nnc(SCc2ccc(Cl)c(Cl)c2)[nH]c1=O	0	0.1	10	0.4
O=C1CCCN1CCCNc1ccnc(Nc2ccc3ncccc3c2)n1	-12	-0.1	-40	2.9
CC(C(=O)Nc1ccncc1)c1ccc([N+](=O)[O-])cc1 (stereo not given)	0	1.0	33*	3.9
COc1ccc(N2C(=O)CC(Nc3ccc(O)cc3)C2=O)cc1 (stereo not given)	12	-0.1	-92	-1.3
Cc1ccc(-n2c(SCC(=O)NCc3ccco3)nc3n[nH]c(C)c3c2=N)cc1C	0	-0.1	56*	2.8
Cc1cc(OC(=O)c2ccc(OC(C)C)cc2)c([N+](=O)[O-])c(=O)[nH]1	17	0.0	-4	-1.0
CCOC(=O)C1(CC2CCCCO2)CCN(C(=O)c2cc3ncccn3n2)CC1 (stereo not given)	-10	-0.1	-7	1.3
Cc1cc(-c2ccccc2)c2c3c(cn2n1)c(=O)n(C)c(=O)n3C	-4	-0.2	-1	1.8
O=C(NCCCN1CCCC1)c1ccc(CS(=O)(=O)c2c(Cl)cccc2Cl)o1	17	0.8	6	0.0
C/C=C(\C)CN1CCCC(CNC(=O)c2ccc(F)cc2)C1 (stereo not given)	1	-0.2	0	0.3
CCOc1ccc(C(=O)NCC(c2cccs2)N(C)C)cc1 (stereo not given)	10	0.2	0	0.8

Brought forward from above: 2 compounds, followed by the next part.
SMILES	MITF inh	FBW7 act	TEAD-YAP inh	GPR151 ag
C/C=C(\C)CN1CCCC(CNC(=O)c2ccc(F)cc2)C1 (stereo not given)	1	-0.2	0	0.3
CCOc1ccc(C(=O)NCC(c2cccs2)N(C)C)cc1 (stereo not given)	10	0.2	0	0.8
O=C(Cc1cn(-c2ccc(Cl)nn2)c2ccccc12)NCCOc1ccccc1	5	0.1	2	6.9*
COc1ccc(C(=O)N2CCC(N(C)C)C2)cc1OC1CCN(C(C)C)CC1 (stereo not given)	6	-0.1	-8	-0.7
O=C(Oc1ccccc1N1C(=O)C2C3C=CC(C3)C2C1=O)c1ccc(Br)cc1 (stereo not given)	5	-0.1	6	-0.7
O=C(C1CCC1)N1CCc2cc(S(=O)(=O)Nc3cccc(C(F)(F)F)c3)ccc21	0	-0.1	15	0.4
c1ccc2[nH]c(CSc3ncnc4nc[nH]c34)nc2c1	-4	0.7	1	-1.3
Cc1ccc([N+](=O)[O-])cc1NC(=O)C1CC(=O)OC12CCCCC2 (stereo not given)	6	0.0	5	0.8
CCOc1cc2c(cc1OCC)C(c1cccc(F)c1F)NCC2 (stereo not given)	-1	0.0	4	0.1
C=CCNC(=O)C(=O)N/N=C/c1ccc(OCCC)c(OCC)c1	-21	0.0	-2	0.2
Cc1ccc(NC(=O)c2ccc3c(=O)n(CCc4ccccc4)c(=S)[nH]c3c2)cc1F	-1	0.0	-7	1.8
CC1CCCCC1NC(=O)Cn1c2ccccc2n2c(=O)n(CC(=O)N(C)C)nc12 (stereo not given)	4	0.1	-1	1.1
CN(c1ccc(C(=O)NC(C)(C)C)cc1)S(=O)(=O)c1ccccc1	-8	0.1	-40	0.9
CCN(CC)S(=O)(=O)c1ccc(NC(=O)CCC(C)=O)cc1	-10	0.0	11	2.7
Clc1ccccc1Cc1noc(/C=C/c2ccc(Br)cc2)n1	-5	0.0	0	0.6
c1ccc(N2CCN(c3nc(Nc4ccc5c(c4)OCO5)c4ncn(-c5ccsc5)c4n3)CC2)nc1	9	-0.1	5	-0.6
CC(=O)Nc1ccc(NC(=O)C(Cc2ccccc2)NC(=O)C2CCCCC2)cc1 (stereo not given)	-16	0.0	-3	-0.6
CCCCOC(=O)C1=C(C)NC2=C(C(=O)CC(C)(C)C2)C1c1ccc(N(CC)CC)cc1 (stereo not given)	12	0.0	15	0.0
CCOC(=O)CC1COCCN1C(=O)CCc1nnc(-c2ccccc2)o1 (stereo not given)	-1	0.0	2	0.6
CCOc1ccc(Br)cc1CNc1nn[nH]n1	17	-0.1	-2	0.2
COc1cc(C=Nc2ccc(N(C)C)cc2)cc(I)c1O	77*	0.6	21	0.7
Cc1cccc(NC(=O)c2ccc(N3CCCCCC3)c([N+](=O)[O-])c2)c1	11	-0.1	0	0.0

Some of the entries above in another layout.
Results follow in this order: MITF inh	FBW7 act	TEAD-YAP inh	GPR151 ag
Cc1ccc(NC(=O)c2ccc3c(=O)n(CCc4ccccc4)c(=S)[nH]c3c2)cc1F
 : -1	0.0	-7	1.8
Clc1ccccc1Cc1noc(/C=C/c2ccc(Br)cc2)n1
 : -5	0.0	0	0.6
O=C(Cc1cn(-c2ccc(Cl)nn2)c2ccccc12)NCCOc1ccccc1
 : 5	0.1	2	6.9*
CCOc1ccc(Br)cc1CNc1nn[nH]n1
 : 17	-0.1	-2	0.2
C=CCNC(=O)C(=O)N/N=C/c1ccc(OCCC)c(OCC)c1
 : -21	0.0	-2	0.2
COc1cc(C=Nc2ccc(N(C)C)cc2)cc(I)c1O
 : 77*	0.6	21	0.7
c1ccc(N2CCN(c3nc(Nc4ccc5c(c4)OCO5)c4ncn(-c5ccsc5)c4n3)CC2)nc1
 : 9	-0.1	5	-0.6

Pulled by structure from the list above:
SMILES	MITF inh	FBW7 act	TEAD-YAP inh	GPR151 ag
CCOc1ccc(Br)cc1CNc1nn[nH]n1	17	-0.1	-2	0.2
c1ccc(N2CCN(c3nc(Nc4ccc5c(c4)OCO5)c4ncn(-c5ccsc5)c4n3)CC2)nc1	9	-0.1	5	-0.6

Further compounds follow:
SMILES	MITF inh	FBW7 act	TEAD-YAP inh	GPR151 ag
Cc1ccc(Cl)c2sc(N3CCN(S(C)(=O)=O)CC3)nc12	18	1.1	-13	-1.6
COc1cccc(C(c2ccccn2)N(C)C(=O)C2CCN(C(=O)OC(C)C)CC2)c1 (stereo not given)	-3	0.1	5	-0.7
CC(C)(C)n1nc2c(c1NC(=O)c1ccc(-c3ccccc3)cc1)CS(=O)C2 (stereo not given)	12	0.1	0	0.1
CN1CCN(C(=O)c2ccc(-c3cncc(C(=O)NC4CCN(Cc5ccccc5)CC4)c3)cc2)CC1	7	0.2	5	4.2
COc1cc2nc(NCCN3CCOCC3)nc(Nc3ccc(NC(C)=O)cc3)c2cc1OC	12	0.1	-7	-1.6
Cc1ccc2c(c1)N(CCCC(=O)NCCCOC(C)C)C(=O)CO2	0	0.0	-3	0.8
c1cncc(-c2nc3c4ccccc4nc(NCCCN4CCCCC4)n3n2)c1	2	-0.2	-7	-0.9
O=[N+]([O-])c1ccc(CN2CCN(C/C=C/c3ccccc3)CC2)cc1	50	-0.1	6	-1.4
CC(C)C(=O)N1CC[C@@H]2[C@H](CCCN2C(=O)c2ccccc2F)C1	1	-0.2	-8	-1.6
Cc1ccc2nc(-c3ccc(S(=O)(=O)N(C)C)cc3)cn2c1	14	0.2	-44	-0.5
CCCC(=O)N(c1ccc(F)cc1)C1C=CS(=O)(=O)C1 (stereo not given)	1	-0.2	4	0.4
COc1ccc(OC)c(NC(=O)COc2ccccc2C(C)C)c1	-4	-0.2	-18	1.7
CCC1=NN2C(=N)/C(=C/c3ccc(OCCOc4c(C)cccc4C)c(OC)c3)C(=O)N=C2S1	16	-0.2	-1	1.1
O=c1cc(CSc2nc(Nc3ccc4c(c3)OCO4)c3ccccc3n2)nc2ccc(Cl)cn12	-3	-0.1	-14	0.4
O=C(O)C(Cc1cnc[nH]1)N1C(=O)C2C3c4ccccc4C(c4ccccc43)C2C1=O (stereo not given)	-5	0.0	-5	-0.7
O=c1c2ccccc2nc(/C=C/c2ccc3c(c2)OCO3)n1-c1ccc([N+](=O)[O-])cc1	-7	-0.1	10	-1.1
CCC(=O)NC(c1ccc(OC)cc1)c1ccc(OC)cc1	7	-0.1	5	0.7
O=C1OCCC1Sc1ncnc2ccccc12 (stereo not given)	11	0.5	-2	-0.7
CC(C)CNC(=O)c1ccccc1NC(=O)CN1C(=O)c2ccccc2S1(=O)=O	2	-0.1	-10	0.4
Cc1ccc(N2C(=O)C3C4CCC(C4)C3C2=O)c(Br)c1 (stereo not given)	1	-0.2	-11	0.4
Cc1ccc(S(=O)(=O)Nc2ccc(-c3csc(-c4ccccc4)n3)cc2)cc1	-2	0.1	1	0.3
CC(C)C[C@@H]1NC(=O)[C@H]2CN(C(=O)c3ccccc3)CCN2C1=O	-11	-0.1	-9	0.2
CCOC(=O)CN(Cc1sccc1C)C(=O)Nc1ccc(OCC)cc1	20	0.1	-3	-0.6
CCCOC(=O)c1ccccc1NC(=O)c1c(O)c2ccccc2[nH]c1=O	2	1.2	8	-0.7
O=C1OC(c2cc([N+](=O)[O-])ccc2Cl)=N/C1=C\c1ccc(OCc2ccccc2)cc1	-5	-0.1	3	-0.2
CCOC(=O)N1CCC(NS(=O)(=O)c2ccc3c(c2)NC(=O)C(C)C(=O)N3)CC1 (stereo not given)	22	0.1	-6	-1.7
CN(C)c1ccc(/C=N/NC(=S)NCCCN2CCOCC2)cc1	0	-0.2	3	2.1
NNC(=O)/C(=C/C=C/c1ccccc1)NC(=O)c1ccccc1	20	0.1	-3	-0.2
C=C(C)CN(CC)Cc1c(C(=O)N2CCN(C3CCCCC3)CC2)nc2ccccn12	-4	0.1	6	-0.5
Cc1nc2ccccc2n1CC(=O)OCc1ccc(F)cc1	2	-0.2	6	-0.8
O=C(Nc1cccc2nsnc12)c1ccc(OCc2ccccc2)cc1	5	0.3	-2	-3.8
Cc1ccccc1N1OC2C(=O)N(c3ccccc3)C(=O)C2C1c1cccs1 (stereo not given)	12	0.0	3	-0.1
CC(C)(C)NC(=O)CN(c1cccc(Cl)c1)S(C)(=O)=O	15	0.0	1	0.0
CCCn1c(=N)c(C(=O)NC2CCCCC2)cc2c(=O)n3cc(C)ccc3nc21	6	0.2	-1	0.7
Cc1ccc2c(c1)c1c3n2CCN(CC(O)COc2ccccc2C)C3CCC1 (stereo not given)	-7	0.0	-7	0.7
CCOC(=O)C(=O)Nc1cc(OCC)c(NC(=O)CC)cc1OCC	4	0.3	6	-0.5
Cc1ccc(S(=O)(=O)N2Cc3ccccc3CC2C(N)=O)cc1 (stereo not given)	-11	-0.1	-3	1.2
O=C(Nc1cccc(O)c1)c1cccnc1	-7	0.0	24	-0.7
CCOc1ccccc1OCc1nn2c(-c3ccncc3)nnc2s1	8	0.0	6	0.5
C=CCC[C@@H]1c2sccc2/C(=C\CCO)[C@@H](c2cccc(Cl)c2)N1CCC	8	0.4	-10	1.3
O=C(NCC1CCC2(CCN(C(=O)c3cc4ccccc4o3)CC2)O1)c1ccccc1F (stereo not given)	-27	-0.1	13	0.2
O=C(Cc1ccc(F)cc1)N1CCC(n2nnc3cccnc32)CC1	19	0.4	-6	-0.2
COc1ccc(S(=O)(=O)N2CCN(c3ccccn3)CC2)cc1[N+](=O)[O-]	12	0.0	11	-0.3
CN(C)S(=O)(=O)c1cccc(NC(=S)N/N=C/C2CC=CCC2)c1 (stereo not given)	-7	0.1	-2	0.6
Cc1cccc(C2=N/C(=C/c3ccccc3F)C(=O)O2)c1	-15	-0.1	11	-1.3
COc1ccc(C2Oc3c(OC)cccc3C3CC(c4cccnc4)=NN32)cc1 (stereo not given)	9	0.1	-25	1.8
O=C1CSC(c2cccs2)N1c1ccc(Oc2ccccc2)cc1 (stereo not given)	4	0.6	5	0.1
COc1ccc(-c2cc(-c3ccc(OC)cc3)c(C#N)c(SCC(=O)c3ccc4ccccc4c3)n2)cc1	25	0.2	-8	3.1
COc1ccccc1N1C(=O)c2ccc(-c3ccc4c(c3)C(=O)N(c3ccccc3OC)C4=O)cc2C1=O	-7	-0.1	-3	1.4
O=C(O)CCCCCN=C1NC(=O)CS1	-8	0.2	-2	0.5
Cc1ccc(C)c(C(=O)c2ccccc2NC(=O)c2ccccn2)c1	-4	-0.1	-9	-0.7
CCOC(=O)N1CCN(S(=O)(=O)c2ccc(F)c(C(=O)Nc3ccc(F)cc3)c2)CC1	-2	-0.1	5	0.4
O=C(Nc1nnnn1/N=C/c1ccc(F)cc1)c1ccccc1[N+](=O)[O-]	3	-0.1	2	-1.7
N=C(N)SCCc1cccc(CCSC(=N)N)c1	-5&15	0.6	16	1.4&-0.4
COc1ccc(-c2cc(C(F)(F)F)n3ncc(C(=O)NC4CCCCC4)c3n2)cc1OC	-3	-0.2	-11	0.7
O=C1C(=O)N(CCCN2CCOCC2)C(c2cccc(Br)c2)/C1=C(/O)c1ccccc1 (stereo not given)	-14	0.1	8	0.2
COc1ccc(C(=O)NNC(=O)c2cccc(Cl)c2)cc1OC	2	-0.1	2	1.3
O=C1CCCN1CCCNc1nc(N2CCc3ccccc3C2)nc2c1ncn2-c1ccccc1	21	0.0	13	-1.0
